Bioassay records (PubChem)
p53 PUMA act: mutant p53 pathway re-activators, primary screen, cell-based, SW480, luciferase, single point, HTS; activation, % at 9.98 µM; hit rate 1.5% among 28,000; AID 624151, 2012; SW480 PUMA-promoter luciferase, p53 mutant reactivation; in the data active = activation above about 52%; inconclusive = no clear call, values can overlap the other calls
STK33 kin inh: STK33 kinase inhibitors, primary screen, biochemical, luminescence, ADP-Glo, MBP substrate; inhibition, % at 12.5 µM; hit rate 0.44% among 27,000; AID 2322, 2010; in the data active = inhibition above about 20%; inconclusive = no clear call, values can overlap the other calls
Target sequence (Q9BYT3 whole entry, looked up): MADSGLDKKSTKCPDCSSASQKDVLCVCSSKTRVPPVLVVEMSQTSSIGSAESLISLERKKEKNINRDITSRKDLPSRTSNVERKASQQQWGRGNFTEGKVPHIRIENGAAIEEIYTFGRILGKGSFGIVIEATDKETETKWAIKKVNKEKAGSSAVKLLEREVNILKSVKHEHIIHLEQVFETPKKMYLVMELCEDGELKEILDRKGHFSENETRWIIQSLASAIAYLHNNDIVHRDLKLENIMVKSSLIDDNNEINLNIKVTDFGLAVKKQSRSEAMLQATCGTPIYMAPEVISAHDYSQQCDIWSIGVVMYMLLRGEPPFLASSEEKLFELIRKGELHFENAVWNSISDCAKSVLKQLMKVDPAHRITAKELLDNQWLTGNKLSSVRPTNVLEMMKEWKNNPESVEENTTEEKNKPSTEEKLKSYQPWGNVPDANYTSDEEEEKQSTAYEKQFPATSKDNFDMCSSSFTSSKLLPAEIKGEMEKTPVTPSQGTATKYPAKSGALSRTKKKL
An asterisk follows results filed as active; ? = inconclusive; / = not tested or not shown; & = joins results of further samples.

The line under a structure holds: p53 PUMA act	STK33 kin inh
C[C@@H]1CCCCO[C@H](CN(C)C(=O)CCC(F)(F)F)[C@H](C)CN([C@@H](C)CO)C(=O)c2cc(NS(=O)(=O)c3ccc(Cl)cc3)ccc2O1
→ -10.0	/
COc1ccc(-c2cnc3c(c2)C(=O)N([C@H](C)CO)C[C@H](C)[C@H](CN(C)C)O3)cc1
→ -3.1	-1.5
C[C@H](CO)N1C[C@H](C)[C@@H](CN(C)Cc2ccc3c(c2)OCCN3C)OCc2cn(nn2)CCCC1=O
→ 8.1	-4.3
CC(C)NC(=O)Nc1ccc2c(c1)C(=O)N([C@@H](C)CO)C[C@@H](C)[C@H](CN(C)Cc1ccc3c(c1)OCO3)O2
→ /	0.6
O=C(NCCN1CCOCC1)c1cc2cc(Cl)cc(Cl)c2oc1=O
→ -6.5	2.0
CS(=O)(=O)N(CC(=O)Nc1cccc([N+](=O)[O-])c1)c1cccc(F)c1
→ -2.1	-2.5
Cc1cc(C)c2nc(-c3ccc(F)cc3)cc(C(=O)NCc3ccco3)c2c1
→ 20.6	-0.5
Cc1nn(C)c(-c2n[nH]c(=S)n2-c2ccc(CC(=O)O)cc2)c1Br
→ 4.0	2.2
C=C(C)C(=O)O[C@@H]1C2=C(C)C(=O)OC2(O)CC23OC2CC[C@H](C)[C@@]13C (some centres not stated)
→ /	-1.9
C[C@H](CO)N1C[C@H](C)[C@@H](CN(C)C(=O)Nc2ccccc2F)Oc2cc(C#CCN(C)C)ccc2S1(=O)=O
→ 10.1	/
Cc1ccc(C(C)C)c(OCC(=O)Nc2sc3c(c2C(N)=O)CCC(C)C3)c1 (configuration not stated)
→ 0.2	-2.0
C[C@@H]1CN([C@H](C)CO)C(=O)c2cc(NC(=O)CCC(F)(F)F)ccc2O[C@H]1CN(C)Cc1ccncc1
→ /	4.0
COc1ccc(S(=O)(=O)Nc2cccc3c2O[C@@H](CN(C)CC2CC2)[C@@H](C)CN([C@@H](C)CO)C3=O)cc1
→ 1.0	/
Cc1noc(C)c1S(=O)(=O)Nc1ccc2c(c1)C(=O)N([C@@H](C)CO)C[C@H](C)[C@@H](CN(C)Cc1ccncc1)O2
→ /	-0.9
CCOC(=O)c1c(NC(=O)CN2C(=O)c3ccccc3C2=O)sc(C)c1-c1ccccc1
→ -3.6	4.2
C[C@@H]1CCCCO[C@H](CN(C)S(=O)(=O)c2cccs2)[C@@H](C)CN([C@@H](C)CO)C(=O)c2cc(NC(=O)Nc3cccc4ccccc34)ccc2O1
→ -8.0	/
C[C@H]1CN([C@@H](C)CO)C(=O)Cc2cc(NC(=O)Cc3ccccc3)ccc2O[C@H]1CN(C)Cc1ccc(C(=O)O)cc1
→ -1.0	-5.0
O=S(=O)(N[C@@H]1CCCN(Cc2cccc(OCCO)c2)C1)c1ccc2ccccc2c1
→ /	13.0
C[C@H]1CN([C@@H](C)CO)C(=O)Cc2cc(NS(=O)(=O)c3cccs3)ccc2O[C@H]1CN(C)Cc1ccc(Oc2ccccc2)cc1
→ /	2.4
Cc1ccc2nc(-c3ccc(NC(=O)C(C)Oc4ccc5c(C)cc(=O)oc5c4)cc3)sc2c1 (configuration not stated)
→ 77.0*	9.9

Looked up one by one from the list above, 4 records:
The line under a structure holds: p53 PUMA act	STK33 kin inh
Cc1noc(C)c1S(=O)(=O)Nc1ccc2c(c1)C(=O)N([C@@H](C)CO)C[C@H](C)[C@@H](CN(C)Cc1ccncc1)O2
→ /	-0.9
C[C@H]1CN([C@@H](C)CO)C(=O)Cc2cc(NC(=O)Cc3ccccc3)ccc2O[C@H]1CN(C)Cc1ccc(C(=O)O)cc1
→ -1.0	-5.0
C[C@@H]1CN([C@H](C)CO)C(=O)c2cc(NC(=O)CCC(F)(F)F)ccc2O[C@H]1CN(C)Cc1ccncc1
→ /	4.0
C[C@@H]1CCCCO[C@H](CN(C)S(=O)(=O)c2cccs2)[C@@H](C)CN([C@@H](C)CO)C(=O)c2cc(NC(=O)Nc3cccc4ccccc34)ccc2O1
→ -8.0	/

More results.
The line under a structure holds: p53 PUMA act	STK33 kin inh
COc1ccc(S(=O)(=O)Nc2ccc3c(c2)CC(=O)N([C@H](C)CO)C[C@@H](C)[C@H](CN(C)S(=O)(=O)c2ccc(C)cc2)O3)cc1
→ /	0.7
CC(C)NC(=O)N(C)C[C@@H]1Oc2ccc(NC(=O)c3ccncc3)cc2CC(=O)N([C@H](C)CO)C[C@H]1C
→ /	-0.4
COc1ccc(N(C(C)C(=O)Nc2cccc(Br)c2)S(C)(=O)=O)cc1 (configuration not stated)
→ -2.1	-0.1
C=C(C)C(O)Cc1cc(CCc2cc(O)cc(O)c2)cc(O)c1OC (configuration not stated)
→ 4.9	-3.6
COC(=O)c1c(NC(=O)c2ccccc2N(C)S(=O)(=O)c2ccccc2)sc2c1CCCC2
→ -39.6	1.7
N#Cc1c(N)[nH]c(=S)c(C(N)=O)c1-c1cccc(Br)c1
→ /	-7.1
C[C@H]1CN([C@@H](C)CO)C(=O)c2cc(NC(=O)NC3CCCCC3)ccc2O[C@@H]1CN(C)Cc1ccc(-c2ccccc2)cc1
→ /	2.1
C[C@@H]1CN([C@H](C)CO)C(=O)Cc2cc(NC(=O)C3CCCCC3)ccc2O[C@H]1CN(C)S(C)(=O)=O
→ /	-0.4
CCn1c(SCC(=O)Nc2ccc(Br)cc2Cl)nnc1-c1ccccc1
→ 0.2	-5.5
CCCCCN(CCCCC)C(=O)C(CCC(=O)O)NC(=O)c1ccc(Cl)c(Cl)c1 (configuration not stated)
→ -6.8	-6.6
CCN(CC(=O)O)S(=O)(=O)c1ccc(OC)cc1
→ -13.9	-2.3
COc1ccc(CN(C)C[C@H]2Oc3ccc(NC(=O)Nc4ccc(C(F)(F)F)cc4)cc3C(=O)N([C@@H](C)CO)C[C@H]2C)cc1
→ -87.9	/
O=S(=O)(N[C@@H]1CCCN(Cc2cccc(OCCO)c2)C1)c1cccc(F)c1
→ /	1.2
Cn1c(SCC(=O)Nc2ccc(Oc3ccccc3)cc2)nnc1-c1ccccc1Cl
→ 13.3	-0.4
C[C@H](CO)N1C[C@H](C)[C@H](CN(C)Cc2ccc(C(=O)O)cc2)Oc2ccc(NC(=O)NC3CCCCC3)cc2C1=O
→ -3.6	/
Cc1cc(Cl)cc(Br)c1OCCCSc1ncccn1
→ 131.9*	-1.0
Cc1ccc(S(=O)(=O)N(C)C[C@@H]2OCCCC[C@@H](C)Oc3ccc(NS(=O)(=O)c4cccs4)cc3C(=O)N([C@@H](C)CO)C[C@H]2C)cc1
→ -8.5	/
CC(=O)OC/C=C(\C)CC/C=C(\C)C(C/C=C(\CC/C=C(\C)COC(C)=O)C(=O)O)OC(C)=O (configuration not stated)
→ -4.6	-0.2
C[C@@H]1CN([C@H](C)CO)C(=O)CCCn2nncc2CO[C@@H]1CN(C)C(=O)c1ccccc1
→ 5.9	1.6
COc1cc2c(cc1NC(=O)CSc1nnnn1C)oc1ccccc12
→ 146.8*	1.0

The final two entries of the section above come first, to join the parts.
The line under a structure holds: p53 PUMA act	STK33 kin inh
C[C@@H]1CN([C@H](C)CO)C(=O)CCCn2nncc2CO[C@@H]1CN(C)C(=O)c1ccccc1
→ 5.9	1.6
COc1cc2c(cc1NC(=O)CSc1nnnn1C)oc1ccccc12
→ 146.8*	1.0
CC1(C)C2CC(=O)O[C@@]3(C)C4=CC(=O)O[C@@H](c5ccoc5)[C@]4(C)CCC3[C@@]2(C)C=C[C@H]1O (some centres not stated)
→ /	0.9
c1ccc(-c2ncc(CN3CCN(c4ccccn4)CC3)[nH]2)cc1
→ 10.7	/
C[C@H]1CN([C@@H](C)CO)C(=O)Cc2cc(NC(=O)C3CC3)ccc2O[C@@H]1CN(C)S(C)(=O)=O
→ /	0.4
C[C@H](CO)N1C[C@H](C)[C@@H](CN(C)C(=O)c2ccncc2)OCCCC[C@H](C)Oc2ccc(NS(=O)(=O)c3ccccc3)cc2C1=O
→ 2.1	/
C[C@H](CO)N1C[C@H](C)[C@@H](CN(C)S(=O)(=O)c2ccc(-c3ccccc3)cc2)OCc2cnnn2CCCC1=O
→ /	-2.2
C=CC[C@@]1(C(=O)NCCCOC)N=C(c2ccc(OCCCO)cc2)O[C@@H]1c1ccccc1
→ /	-2.6
Cc1ccc(-c2ccc3c(c2)O[C@@H](CN(C)Cc2cccnc2)[C@@H](C)CN([C@@H](C)CO)S3(=O)=O)cc1
→ -38.6	/
C[C@H]1CN([C@@H](C)CO)C(=O)Cc2cc(NC(=O)Nc3ccccc3)ccc2O[C@@H]1CN(C)Cc1ccc(Oc2ccccc2)cc1
→ /	3.8
C[C@H]1CN([C@@H](C)CO)S(=O)(=O)c2ccc(-c3ccc(C(=O)N(C)C)cc3)cc2O[C@H]1CN(C)C(=O)Cc1ccccn1
→ 10.0	/
CCc1cc2c(SCC(=O)Nc3cccc(OC)c3)ncnc2s1
→ 2.9	-1.1
Cc1cc([N+](=O)[O-])nn1CC(=O)N1CCOCC1
→ -14.4	2.8
C[C@H](CO)N1C[C@H](C)[C@H](CN(C)S(=O)(=O)c2cccs2)Oc2ccc(NC(=O)Nc3cccc4ccccc34)cc2CC1=O
→ -0.6	6.1
C[C@@H]1CN([C@H](C)CO)C(=O)CCCn2nncc2CO[C@H]1CN(C)Cc1ccc(Cl)c(Cl)c1
→ /	2.0
Cc1ccc(OC(=O)N(C)C[C@H]2OCc3cn(nn3)CCCC(=O)N([C@@H](C)CO)C[C@H]2C)cc1
→ 5.0	-2.4
Cc1noc(C)c1NC(=O)N(C)C[C@H]1Oc2ccc(NC(=O)Cc3cn(C)c4ccccc34)cc2CC(=O)N([C@H](C)CO)C[C@@H]1C
→ -2.0	/
CC(NC(=O)c1ccccc1NC(=O)c1ccccc1)C(=O)Nc1ccc2ccccc2c1 (configuration not stated)
→ -11.4	1.4
CCn1c2ccccc2c2nnc(SCC(=O)O)nc21
→ -15.1	-3.3
COc1cccc(S(=O)(=O)N2CCCC2C(=O)O)c1 (configuration not stated)
→ 2.6	-5.3
CC(CN1CCN(Cc2ccccc2)CC1)N(C(=O)c1ccc(C(C)(C)C)cc1)c1ccccn1 (configuration not stated)
→ /	-2.2
C[C@@H]1CCCCO[C@@H](CN(C)Cc2ccncc2)[C@@H](C)CN([C@@H](C)CO)C(=O)c2cc(NS(C)(=O)=O)ccc2O1
→ -6.8	/

(more compounds)
The line under a structure holds: p53 PUMA act	STK33 kin inh
Cc1cc2c(C(C)C)c(O)c(O)c(C=O)c2c(O)c1-c1c(C)cc2c(C(C)C)c(O)c(O)c(C=O)c2c1O
→ /	-4.4&9.0
N#Cc1c(NC(=O)CNS(=O)(=O)c2cccc(Cl)c2)sc2c1CCCC2
→ -10.6	3.2
CC(C)(O)CCC(=O)C(C)(O)C1C(O)CC2(C)C3CC=C4C(CC(O)C(OC5OC(CO)C(O)C(O)C5O)C4(C)C)C3(C)C(=O)CC12C (configuration not stated)
→ 0.1	-1.7
COC(=O)c1ccccc1O[C@@H]1O[C@H](CO[C@@H]2OC[C@@H](O)[C@H](O)[C@H]2O)[C@@H](O)[C@H](O)[C@H]1O
→ /	2.4
C[C@@H]1CN([C@@H](C)CO)C(=O)c2cc(NC(=O)Nc3ccc(C(F)(F)F)cc3)ccc2O[C@@H](C)CCCCO[C@@H]1CN(C)S(=O)(=O)c1cn(C)cn1
→ 6.9	/
O=C(COc1ccc([N+](=O)[O-])cc1)Nc1ccc(-c2nc3ccccc3s2)c(Cl)c1
→ 4.2	7.3
C[C@@H]1CN([C@H](C)CO)C(=O)Cc2cc(NC(=O)Cn3cnnn3)ccc2O[C@@H]1CN(C)S(=O)(=O)c1ccccc1
→ 1.1	0.1
C[C@H](CO)N1C[C@H](C)[C@@H](CN(C)C(=O)Nc2ccccc2)Oc2c(NC(=O)c3cnccn3)cccc2C1=O
→ 14.2	/
N#Cc1c(-c2ccc(Cl)cc2)csc1S(=O)C1CCCCC1 (configuration not stated)
→ /	2.0
COCC(=O)N(C)C[C@@H]1Oc2cc(C#CCC3CCCC3)ccc2S(=O)(=O)N([C@@H](C)CO)C[C@H]1C
→ -7.7	/
C[C@@H]1CN([C@H](C)CO)C(=O)CCCn2cc(nn2)CO[C@@H]1CN(C)C(=O)c1ccc(N2CCN(C)CC2)cc1
→ -3.0	2.8
O=C(CC1Sc2ccccc2NC1=O)Nc1ccc2c(c1)OCCO2 (configuration not stated)
→ ?	5.4
COCC#Cc1ccc2c(c1)O[C@H](CN(C)Cc1cccnc1)[C@@H](C)CN([C@@H](C)CO)S2(=O)=O
→ 6.8	/
N#Cc1ccc2ccn(CC(=O)NCc3ccco3)c2c1
→ -3.0	1.3
C[C@@H]1CCCCO[C@H](CN(C)S(=O)(=O)c2cn(C)cn2)[C@@H](C)CN([C@H](C)CO)C(=O)c2cc(NC(=O)Nc3ccccc3)ccc2O1
→ /	1.8
CC(C)NC(=O)N(C)C[C@@H]1Oc2ccc(NS(=O)(=O)c3ccccc3)cc2CC(=O)N([C@H](C)CO)C[C@H]1C
→ /	-3.0
COc1ccc(OC)c(NC(=O)CC2NCCNC2=O)c1 (configuration not stated)
→ -18.5	1.7
COC(=O)c1ccc(Cl)c(NC(=O)CSc2nc(C)cc(C(F)(F)F)n2)c1
→ -4.6	0.7
Cc1noc(C)c1NC(=O)N(C)C[C@H]1Oc2ncc(C#CC(C)C)cc2C(=O)N([C@H](C)CO)C[C@@H]1C
→ 15.1	/
C[C@H]1CN([C@@H](C)CO)C(=O)CCCn2nncc2CO[C@@H]1CN(C)C(=O)Nc1cccc(C(F)(F)F)c1
→ /	-4.2

Continued:
The line under a structure holds: p53 PUMA act	STK33 kin inh
COc1cc(S(=O)(=O)NCc2cccnc2)ccc1F
→ -8.5	-5.6
C[C@@H]1CN([C@H](C)CO)C(=O)c2cc(NC(=O)Nc3ccccc3)ccc2O[C@@H]1CN(C)Cc1ccc(C(=O)O)cc1
→ /	-0.7
Cc1noc(C)c1S(=O)(=O)Nc1ccc2c(c1)CC(=O)N([C@H](C)CO)C[C@@H](C)[C@H](CN(C)S(=O)(=O)c1ccc(Cl)cc1)O2
→ /	2.5
CC(C)OC(=O)N(C)C[C@@H]1OCc2cn(nn2)CCCC(=O)N([C@@H](C)CO)C[C@@H]1C
→ /	-1.6
Cc1noc(C)c1S(=O)(=O)N(C)C[C@@H]1OCc2cn(nn2)CCCC(=O)N([C@@H](C)CO)C[C@H]1C
→ /	-6.5

Some of the compounds tested; rates above refer to the full screens.
